FLuc inh counter: counter-screen for luciferase assay inhibitors: firefly luciferase inhibition; P08659; ATPLite firefly luciferase biochemical luminescence, 10 min; inhibition, % at 10 µM; actives 1.5% (n = 200,000);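 active = inhibition above about 50% when tested at 10 µM, limit read from the data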
Target sequence (P08659 whole entry, looked up): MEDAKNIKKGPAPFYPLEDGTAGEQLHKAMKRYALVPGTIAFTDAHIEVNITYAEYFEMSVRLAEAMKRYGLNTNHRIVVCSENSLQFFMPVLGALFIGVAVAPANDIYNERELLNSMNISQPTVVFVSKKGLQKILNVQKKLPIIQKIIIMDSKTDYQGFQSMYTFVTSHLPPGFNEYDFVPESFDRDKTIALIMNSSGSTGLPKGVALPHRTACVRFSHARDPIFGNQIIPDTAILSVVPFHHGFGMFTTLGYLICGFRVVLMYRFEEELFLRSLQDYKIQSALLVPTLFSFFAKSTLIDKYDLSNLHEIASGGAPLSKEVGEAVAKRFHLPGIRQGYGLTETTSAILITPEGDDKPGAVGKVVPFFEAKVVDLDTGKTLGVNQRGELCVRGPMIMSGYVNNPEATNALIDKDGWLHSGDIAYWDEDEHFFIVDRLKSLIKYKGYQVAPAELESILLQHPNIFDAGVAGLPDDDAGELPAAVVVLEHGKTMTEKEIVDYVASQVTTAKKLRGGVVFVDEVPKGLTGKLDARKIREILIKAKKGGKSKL
Diaph act CS: diaphorase activation or chemical reduction counter-screen; activation factor at 20 µM; Diaphorase/resazurin coupled assay, resorufin fluorescence, 16 min; stronger effect = higher value; 1 = vehicle wells, 0 = NADH-free wells; actives 0.005% (n = 190,000);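 active = diaphorase activity raised at least twofold by the compound at 20 µM; inactive = activation factor below 2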
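Measured by – red resorufin fluorescence at 544/590 nm excitation/emission · Test system – Clostridium kluyveri diaphorase, purified enzyme · Incubation – reaction time 16 min, room temperature · Buffer or medium – 50 mM HEPES pH 7.4 with 4.542 mM MgCl2, 0.005% Tween 20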
APP transl inh: APP translation inhibition | SH-SY5Y APP 5'UTR-luciferase reporter, luminescence | inhibition, % at 2 µM | actives 0.82% (n = 190,000) | AID 1285;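 active = inhibition above a set limit, derived from the sample mean plus 3 SD, cut at about 45% in these data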; also: values of inactives mirror those of a sister screen read the other way
APP 5'UTR act: APP 5'UTR luciferase reporter activation. SH-SY5Y APP 5'UTR luciferase reporter, luminescence; zero percent = DMSO vehicle wells. activation, % at 2 µM. actives 1% (n = 190,000);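 active = activation above a set limit, based on mean plus 3 SD of controls, cut at about 140% in these data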; also: values of inactives mirror those of a sister screen read the other way
STAT1 activator: STAT1 signaling activation. NIH 3T3 STAT1-luciferase reporter, IFN-gamma, luminescence; 100% = IFN-gamma alone, no compound. actives 2.6% (n = 200,000). activation (% of control), % at 5.5 µM;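 active = activation above the screen-wide mean activation plus 3 SD, cut at about 130% in these data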;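 also: raw ratio to IFN-gamma control signal so 100% means no change and 0% no light; values of inactives mirror those of a sister screen read the other way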
Diaph inh CS: inhibits diaphorase or chemically oxidizes, flagging diaphorase assay artifacts. diaphorase resazurin-to-resorufin fluorescence, NADH, 16 min; bacterial (C. kluyveri) enzyme, not human. inhibition, % at 20 µM. actives 0.69% (n = 190,000). AID 1217;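 active = primary screen inhibition at 20 µM above a set limit, cut at about 50% in these data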;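 also: plate controls were DMSO with full reaction for no effect and wells lacking NADH for full effect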
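Test system: bacterial diaphorase enzyme (C. kluyveri); Quantity: 0.14 U/mL diaphorase, enzyme working solution; Times: reaction incubation of 16 min at room temperature; Measured by: fluorescence of resorufin formed from resazurin, Ex 544/Em 590 nm; Benchmarks: positive control minus NADH, DMSO neutral control.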
TLR4-MyD88 BLA: blocks binding of human TLR4 to MyD88; O00206+Q99836; HeLa CL3-4 TLR4/MyD88 BLA complementation, FRET ratio; inhibition, % at 8.4 µM; actives 0.18% (n = 200,000); AID 861; in the data active = inhibition above about 25%;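 also: 0% = vehicle and 100% = reference inhibitor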
G6PDH CS: counter-screen for G6PDH assay hits: L. mesenteroides G6PDH inhibition; inhibition, % at 5 µM; Purified L. mesenteroides G6PDH, diaphorase/resazurin coupled fluorescence, 45 min; actives 0.12% (n = 200,000); in the data active = inhibition above about 50%
FLuc act counter: affects firefly luciferase, flagging false hits in luciferase stimulation screens. AID 1027. ATPlite luciferase biochemical, luminescence, 10 min; 0 = ATP-free wells, 1 = DMSO control. 200,000 tested, under 10 active. activation factor at 10 µM. P08659;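 active = luciferase activation factor, scaled between plate controls, of at least 2 with compound at 10 µM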
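System: cell-free luciferase reagent; medium: PBS as buffer for the ATP substrate; doses: test compounds dosed from 2 mM stocks in 100% DMSO; incubation: 10 min, room temperature; measured by: luminescence from luciferase reaction; read-out: luciferase activation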
NF-kB neuron act: raises NF-kB expression in human neuronal cells | NF-kB reporter expression; stronger effect = higher value | fold change at 12.5 µM | actives 1.6% (n = 190,000); in the data active = fold change above about 3.3
Starred values were filed as active, the others as inactive; . = not tested or not shown.

nr | compound | STAT1 activator | Diaph act CS | APP transl inh | TLR4-MyD88 BLA | FLuc inh counter
1 | O=C(O)c1ccc(CNCc2ccccc2Cl)cc1 | 98 | 0.9 | -12 | 0 | -6
2 | Cc1ccc(C(C(=O)NC2CCCC2)N(C(=O)Cc2cccs2)c2ccc3c(c2)OCCO3)cc1 (centres undefined) | 93 | 0.9 | -11 | 7 | 5
3 | Cn1c(-c2ccc(C(C)(C)C)cc2)n[nH]c1=S | 115 | 0.8 | -10 | -11 | 8
4 | O=C(CN1CCN(c2ccc(F)cc2)CC1)N1CCOCC1 | 105 | 0.8 | -5 | -11 | -8
5 | Cc1cc(Cl)c(S(=O)(=O)N2CC(C)OC(C)C2)cc1OCC(N)=O (centres undefined) | 104 | 0.9 | 19 | -3 | -5
6 | NC(=O)COC(=O)c1ccccc1OCc1ccc(Cl)cc1 | 107 | 1 | 3 | 2 | -3
7 | Nc1nonc1-n1nnc(C(=O)N/N=C/c2cc(Br)ccc2O)c1CSC1=NCCS1 | 91 | 0.8 | 54* | 0 | -7
8 | COc1ccc(N2CCN(C(=O)c3ccc4c(=O)n(CC5CCCO5)c(=O)[nH]c4c3)CC2)cc1 (centres undefined) | 96 | 0.9 | 0 | -7 | -10
9 | O=C(NCc1ccc(C(=O)O)cc1)OCc1ccccc1 | 98 | 0.9 | -23 | -11 | 8
10 | CCc1c(C)nc(SCC(=O)Nc2ccc(Br)cc2)[nH]c1=O | 99 | 0.9 | 14 | -3 | -8
11 | Cc1nc2ccccc2nc1N1CCC(C)CC1 | 107 | 0.9 | 4 | -14 | 0
12 | Cc1cc(/C=C2/SC(=O)N(CC(=O)N3CCOCC3)C2=O)c(C)n1-c1ccccc1F | 126 | 1 | -71 | 8 | 87*
13 | Cc1ccc(C(=O)Nn2c(N)c(S(=O)(=O)c3ccc(C)cc3)c3nc4ccccc4nc32)cc1 | 97 | 0.9 | 18 | 4 | -10
14 | CCOC(=O)C1CCN(C(=O)CCc2c(C)nc3c(-c4ccc(F)cc4)c(C)nn3c2C)CC1 | 100 | 0.9 | -8 | -8 | 1
15 | CCn1c(=O)c2cc(S(=O)(=O)NCCOc3ccccc3)ccc2n(CC)c1=O | 99 | 0.8 | 12 | 5 | -6

nr | APP 5'UTR act | Diaph inh CS | NF-kB neuron act | G6PDH CS | FLuc act counter
1 | 12 | 9 | 1.3 | -2 | 1.1
2 | 11 | 6 | 0.81 | 0 | 0.9
3 | 10 | 16 | 1.5 | 6 | 0.9
4 | 5 | 15 | 1.1 | 4 | 1.1
5 | -19 | 9 | 1.2 | 5 | 1
6 | -3 | 3 | 1.1 | 3 | 1
7 | -54 | 18 | 1.5 | -16 | 1.1
8 | 0 | 8 | 0.82 | 1 | 1.1
9 | 23 | 9 | . | 16 | 0.9
10 | -14 | 11 | 1.2 | 4 | 1.1
11 | -4 | 8 | 1.2 | 4 | 1
12 | 71 | 5 | 2.9 | -24 | 0.1
13 | -18 | 13 | 1 | 8 | 1.1
14 | 8 | 6 | 1.3 | -4 | 1
15 | -12 | 23 | 1.1 | -3 | 1.1

Following part
nr | compound | STAT1 activator | Diaph act CS | APP transl inh | TLR4-MyD88 BLA | FLuc inh counter
16 | COc1ccc(NC(=O)c2cc(S(=O)(=O)N3CCS(=O)(=O)CC3)ccc2Cl)cc1 | 97 | 0.9 | -7 | 9 | -3
17 | COc1cc(C(=S)N2CCOCC2)ccc1OC(=O)c1cc([N+](=O)[O-])c(C)c([N+](=O)[O-])c1 | 98 | 0.8 | -6 | -10 | -5
18 | N=c1n(CC(=O)c2ccc([N+](=O)[O-])cc2)c2ccccc2n1Cc1ccccc1 | 99 | 0.9 | -1 | 11 | -2
19 | O=S(=O)(CCc1nc2ccccc2o1)c1ccc2ccccc2c1 | 101 | 0.9 | -7 | 3 | -3
20 | Cc1cc(Cl)ccc1OC(C)c1nnc(N)s1 (centres undefined) | 96 | 0.9 | 18 | 4 | -1
21 | COC(=O)c1cnn(C(=O)c2ccccc2Br)c1N | 104 | 1 | 23 | 14 | 1
22 | Cc1c(N=Cc2ccc(Br)s2)cccc1[N+](=O)[O-] | 102 | 1 | -10 | 1 | -1
23 | CSC1=N/C(=C\c2ccc(C)s2)C(=O)S1 | 102 | 0.9 | -2 | 0 | 23
24 | CCCCCCc1cc2cc(C(=O)Nc3ccc(OC)cc3)c(=O)oc2cc1O | 105 | 1 | -8 | 2 | -5
25 | Cc1ccc(C)c(N2CCN(CC3CC=CCC3)CC2)c1 (centres undefined) | 109 | 1 | -3 | 4 | -8
26 | CC(N=Cc1nc(-c2ccccc2)oc1O)c1ccccc1 (centres undefined) | 104 | 0.9 | -12 | 11 | 0
27 | O=C(c1cn(-c2ccccc2)nc1-c1ccc(Cl)cc1)N1CCOCC1 | 92 | 0.9 | -1 | 0 | -6
28 | Cn1nc(SCC(=O)O)sc1=S | 106 | 0.9 | 4 | -9 | -6
29 | CC(=O)Nc1cc(C(=O)OCC(=O)c2ccccc2)ccc1C | 136* | 1.1 | -50 | -9 | 17
30 | CCOC(=O)N1CCN(C(=O)C2CC(=O)N(c3ccc(OC)cc3)C2c2ccc(OC)cc2)CC1 (centres undefined) | 106 | 0.9 | 0 | 1 | -6

nr | APP 5'UTR act | Diaph inh CS | NF-kB neuron act | G6PDH CS | FLuc act counter
16 | 7 | 6 | 1 | -1 | 1
17 | 6 | 16 | 1.4 | 0 | 1.1
18 | 1 | 13 | 0.89 | -38 | 1
19 | 7 | 11 | 0.9 | 2 | 1
20 | -18 | 11 | 1.1 | -6 | 1
21 | -23 | 1 | 0.97 | -4 | 1
22 | 10 | 4 | 1 | 5 | 1
23 | 2 | 8 | 1.1 | 11 | 0.8
24 | 8 | -2 | 1.2 | -14 | 1.1
25 | 3 | 3 | 1.2 | -3 | 1.1
26 | 12 | 9 | 1.5 | 4 | 1
27 | 1 | 12 | 0.87 | 6 | 1.1
28 | -5 | 11 | 1.1 | -3 | 1.1
29 | 50 | -6 | 1.2 | 1 | 0.8
30 | 0 | 12 | 0.93 | 9 | 1.1

A run of entries from further up:
nr | compound | STAT1 activator | Diaph act CS | APP transl inh | TLR4-MyD88 BLA | FLuc inh counter
1 | O=C(O)c1ccc(CNCc2ccccc2Cl)cc1 | 98 | 0.9 | -12 | 0 | -6
2 | Cc1ccc(C(C(=O)NC2CCCC2)N(C(=O)Cc2cccs2)c2ccc3c(c2)OCCO3)cc1 (centres undefined) | 93 | 0.9 | -11 | 7 | 5

nr | APP 5'UTR act | Diaph inh CS | NF-kB neuron act | G6PDH CS | FLuc act counter
1 | 12 | 9 | 1.3 | -2 | 1.1
2 | 11 | 6 | 0.81 | 0 | 0.9

(next part)
nr | compound | STAT1 activator | Diaph act CS | APP transl inh | TLR4-MyD88 BLA | FLuc inh counter
31 | CCC(C)(C)NC(=O)C(c1cccn1C)N(C(=O)Cn1nnc2ccccc21)c1ccccc1OC (centres undefined) | 98 | 0.9 | -21 | -7 | -7
32 | O=C(N/N=C/c1cnc(N2CCCCC2)s1)c1ccc(Cl)cc1 | 99 | 0.9 | -5 | 7 | 0
33 | CNS(=O)(=O)/C=C/c1ccccc1 | 100 | 0.9 | 4 | -12 | -5
34 | Cc1nn(Cc2c(F)c(F)c(F)c(F)c2F)c(C)c1NC(=O)c1ccc(COc2ccccc2Cl)o1 | 92 | 0.8 | -12 | 5 | -8
35 | C=CCc1c(C)nc(SC(C)C)[nH]c1=O | 100 | 0.9 | -19 | -1 | -6
36 | CC(Sc1nc(-c2ccccc2)cc(C(F)(F)F)n1)C(=O)N1CCC(C(N)=O)CC1 (centres undefined) | 92 | 1.1 | 2 | -5 | -4
37 | CCC(CO)NC(=O)c1cccc(S(=O)(=O)N2c3ccccc3CC2C)c1 (centres undefined) | 101 | 0.9 | -10 | -3 | -9
38 | Cc1ccc(-c2cc(N)n[nH]2)cc1 | 107 | 0.9 | 8 | -4 | 3
39 | CCOc1cc(NC(=S)NCC2CCCO2)c(OCC)cc1NC(=O)c1ccc(F)cc1 (centres undefined) | 105 | 0.7 | -6 | 11 | -4
40 | S=C(Nc1ccccc1Cl)N1CCOCC1 | 98 | 0.9 | -18 | -12 | -6
41 | O=C(Cc1ccccc1)c1ccc2c(c1)OCCO2 | 106 | 0.9 | -93 | 2 | 43
42 | O=[N+]([O-])c1cccc(OCc2cn3cccnc3n2)c1 | 104 | 1 | 6 | 3 | -7
43 | NNC(=O)c1cccc(COc2ccc(Br)cc2)c1 | 71 | 0.8 | -105 | -5 | 17
44 | COc1ccc(-c2cc(=O)oc3cc(OC(=O)C4CCCCC4)c(Cl)cc23)cc1 | 99 | 0.9 | 15 | -5 | -2
45 | O=C(NNC1=C(C(=O)C(F)(F)F)CCC1)c1cccnc1 | 94 | 1.2 | -25 | 7 | 2

nr | APP 5'UTR act | Diaph inh CS | NF-kB neuron act | G6PDH CS | FLuc act counter
31 | 21 | 11 | 0.98 | 12 | 1.1
32 | 5 | 11 | 0.86 | 7 | 1
33 | -4 | 6 | 1.1 | 0 | 1.1
34 | 12 | 24 | 0.65 | -1 | 1.1
35 | 19 | 11 | 1.2 | -1 | 1.1
36 | -2 | -6 | 0.91 | 7 | 1
37 | 10 | 14 | 1 | 1 | 1.1
38 | -8 | 14 | 1.4 | 3 | 1
39 | 6 | 31 | 1.9 | 16 | 1
40 | 18 | 9 | 1.9 | 7 | 1.1
41 | 93 | 10 | 3.2 | 9 | 0.6
42 | -6 | 5 | 1.3 | 5 | 1.1
43 | 105 | 22 | 1.9 | -12 | 0.8
44 | -15 | 9 | 0.73 | 7 | 1
45 | 25 | -15 | 1.1 | 24 | 1

The list continues:
nr | compound | STAT1 activator | Diaph act CS | APP transl inh | TLR4-MyD88 BLA | FLuc inh counter
46 | CCOc1ccc(CC(=O)NCc2cn3c(C)csc3n2)cc1 | 97 | 0.8 | -14 | 10 | -5
47 | C#CCOCCOCCOCCNc1nc(N2CCN(C(=O)Cn3cc(CCO)nn3)CC2)nc(N2CCN(C(=O)[C@H]([C@@H](C)O)n3cc(CCCCN)nn3)CC2)n1 | 92 | 0.9 | -18 | -5 | -6
48 | Cc1nc2ccc(NC(=O)c3ccccc3)cc2s1 | 131* | 1.2 | -82 | -7 | 20
49 | Cc1ccc(/C=N/Nc2nc(N3CCCCC3)nc(N3CCCCC3)n2)o1 | 101 | 0.9 | 19 | 7 | -7
50 | CCC(C)(C(=O)NC1CCCC1)N(Cc1ccco1)C(=O)c1ccccn1 (centres undefined) | 99 | 0.9 | -16 | -3 | -6
51 | COCCn1nnnc1C(c1ccccc1Cl)N1CCN(c2ccccc2OC)CC1 (centres undefined) | 103 | 0.8 | -9 | 14 | -5
52 | CC1=NN(c2ccc(C)cc2C)C(=O)C1C(c1cccc(O)c1)C1C(=O)N(c2ccc(C)cc2C)N=C1C (centres undefined) | 105 | 0.8 | 4 | -12 | -10

nr | APP 5'UTR act | Diaph inh CS | NF-kB neuron act | G6PDH CS | FLuc act counter
46 | 14 | 23 | 1.1 | -3 | 1
47 | 18 | 8 | 1.3 | 12 | 1.1
48 | 82 | -16 | 2.6 | 14 | 0.8
49 | -19 | 6 | 0.86 | 3 | 1.1
50 | 16 | 8 | 1 | 8 | 1.1
51 | 9 | 22 | 0.97 | 11 | 1
52 | -4 | 23 | 1.1 | -6 | 1.1

Bioassay records deposited in PubChem BioAssay by several laboratories.
